Rpn11 inh: Rpn11 (human) deubiquitinase inhibition | 0.59% of 360,000 active | calls only at 20 µM | human 26S proteasome, Ub4-pepOG fluorescence polarization; 20S core pre-blocked with epoxomicin | O00487;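 active = inhibition at 20 µM, scaled to each plate's controls, above about 33%, limit read from the data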
CSN inh: blocks human CSN-mediated cullin deneddylation; 0.38% of 360,000 active; Purified CSN, SCF-Nedd8-OG deneddylation, fluorescence polarization; AID 651999; inhibition, % at 12.5 µM;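 active = pattern-corrected inhibition above about 35%, with an unprinted fluorescence ratio check between 0.5 and 1.5, limit read from the data, passing the limit was not always enough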;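 note: 0% = enzyme with substrate and 100% = substrate without enzyme; some results filed as inactive read as strong as hits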
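Assay system: HEK293T-derived human Csn5 enzyme; quantity: 0.24 nM enzyme; medium: Tris/NaCl/DTT buffer, pH 7.5; also added: substrate SCFSkp2-Nedd8OG, 10 nM; doses: 12.5 µM compound; schedule: 90 min reaction at room temperature; signal: FP; read-out: % inhibition of substrate cleavage by Csn5; benchmarks: substrate-only high control, full reaction low control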
Neddyl block: cullin neddylation inhibition; 0.58% of 360,000 active; calls only at 25 µM; AID 651699; P61081+Q13564; TR-FRET cullin neddylation, biochemical; in the data active = inhibition above about 36%
Rin1 Abl inh: human Rin1-Abl interaction inhibition. P00519+Q13671. TR-FRET Rin1/Abl binding, biochemical. inhibition, % at 7.35 µM. 0.4% of 360,000 active; in the data active = inhibition above about 5%, passing the limit was not always enough
NadD block: inhibitors of Staphylococcus aureus NadD; purified NadD enzyme, colorimetric absorbance read-out; inhibition, % at 20 µM; 0.78% of 360,000 active; AID 602399; in the data active = inhibition above about 26%; note: some compounds past the cut are filed as inactive
MT1-MMP act inh: blocks activation of human MT1-MMP; P50281; HT1080 RFP-PRO-GFP cells, GFP/RFP ratio fluorescence, overnight; percent of plate control window, DMSO zero; GFP/RFP ratio change, % at 20 µM; 0.061% of 360,000 active; AID 651647;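 active = GFP/RFP ratio change of at least 30% with cell ATP level not reduced by more than half and red fluorescence within 50% of control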; note: strong numbers were not always called active
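system = RFP-PRO-GFP reporter HT1080 cells | dosing = 20 µM single dose, 1% DMSO | timing = overnight cell settling, then overnight compound exposure, 37 °C, 5% CO2 | read-out basis = GFP/RFP fluorescence ratio | controls = DMSO and RFP-L50D-GFP cell wells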
SKN-1 inh: blocks SKN-1 activity in C. elegans; C. elegans VP596 Pgst-4::GFP/RFP ratio, acrylamide-induced, 24 h; inhibition, % at 21.8 µM; AID 624304; 0.49% of 360,000 active;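 active = interference check ratio from 0.5 to 1.5 plus GFP to RFP signal ratio inhibition reaching or exceeding a fixed threshold, cut at about 30% in these data, passing the limit was not always enough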; note: some compounds called inactive have numbers as strong as hits
FAS TE block: blocks the thioesterase domain of human fatty acid synthase. P49327. recombinant FAS-TE, OMFH fluorogenic substrate, fluorescence endpoint. inhibition, % at 15 µM. 0.67% of 360,000 active;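 active = compounds whose normalised, plate-corrected inhibition of enzyme fluorescence in the single-dose primary screen is 50% or more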;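 note: 0% = DMSO with enzyme and 100% = substrate without enzyme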
PABP1 MLLE inh: inhibitors of microRNA-mediated deadenylation, human PABP1 MLLE binding; inhibition, % at 20 µM; P11940; GST-MLLE / FITC-PAM2 fluorescence polarization; 0.36% of 360,000 active; in the data active = inhibition above about 35%, passing the limit was not always enough;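 note: plate controls were DMSO wells with GST-MLLE for no effect and wells lacking GST-MLLE protein for full effect; some results filed as inactive read as strong as hits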
The depositor's hits bear a star; i = inactive; · = not tested or not shown; + = active, no number.

SMILES	Rpn11 inh	CSN inh	Neddyl block	Rin1 Abl inh	NadD block	MT1-MMP act inh	SKN-1 inh	FAS TE block	PABP1 MLLE inh
Fc1ccc(C2=CC(c3ccco3)n3ncnc3N2)cc1 (stereo not given)	i	-34	·	-3	-1	-83	-2	-16	146
CC(C)C(=O)Nc1ncc(Cc2ccc(Cl)cc2)s1	i	-3	i	3	-3	3	6	9	-1
O=C(CN1CCCCC1)Nc1c2c(nc3ccccc13)N(c1ccccc1)CC2	i	-15	·	0	8	-3	9	1	1
CC1(C(=O)NCc2ccccn2)CCN1C(=O)Cc1ccc(Cl)cc1Cl (stereo not given)	i	-5	i	-5	1	3	-3	-12	-4
C[C@@H]1CNC(=O)c2c(C(=O)N[C@@H](Cc3c[nH]c4ccccc34)C(=O)OC(C)(C)C)ncn21	i	4	i	-2	9	3	2	-1	-14
Nc1nc(SCC(=O)O)[nH]c(=O)c1NC(=O)c1ccco1	i	1	i	5	-4	-1	5	-5	19
COc1ccc(CNC(=O)Nc2cc(C)cc(C)c2)cc1	i	3	i	-1	-11	1	-12	1	13
Cn1cc(CCC(=O)N2CCCC(CCC(=O)NCc3ccccc3F)C2)cn1 (stereo not given)	i	3	i	2	0	·	-14	-4	-7
Cc1ccc(NC(NC(=O)c2ccccn2)C(Cl)(Cl)Cl)cc1 (stereo not given)	i	-3	i	1	4	7	5	-1	5
CCOc1nc(-c2ccc(Cl)cc2Cl)ccc1C#N	i	-2	i	3	12	-4	-1	25	3
Nc1nn2cc(-c3ccc(Br)cc3)nc2c2ccccc12	i	7	·	1	5	5	28	27	0
Cc1ccc(OCCCC(=O)Nc2nncs2)cc1	i	-4	i	-1	2	6	2	-6	-9
COc1cccc(C2C(C#N)=C(N)Oc3cc(N)ccc32)c1OC (stereo not given)	i	-3	i	1	5	-4	4	-3	-13
COc1ccc2oc3cc(C)[n+]([O-])c(-c4ccc(C)cc4)c3c2c1	i	-1	i	-4	2	1	2	-8	5
Cc1cc(Cl)c2oc(C(=O)N(C)CCc3cnn(C)c3)c(C)c2c1	i	1	i	2	-5	3	11	-26	-19
O=C(NCCc1ccc2c(c1)OCCO2)c1cccc(F)c1	i	-4	i	0	-1	-1	2	-6	-10
CCCC(C(=O)NCc1ccc(OC)cc1)N(Cc1ccco1)C(=O)c1snc(C(N)=O)c1N (stereo not given)	i	6	i	1	3	-9	0	5	11
COc1cc2cc(-c3ccc(OC)c(OC)c3C)nc(N)c2cc1OC	i	0	+	-4	-5	-9	23	-10	4
O=C(O)CSc1nnc(COc2cccc3ccccc23)o1	i	1	i	1	-6	0	4	0	-65
COc1ccc(CCC(=O)NNC(=O)Nc2ccc(C(C)=O)cc2)cc1	i	1	i	-3	-2	3	-7	-4	4
CCOC(=O)c1c(C)nc2c(c1-c1ccccc1)C(=O)CCC2	i	0	i	0	3	5	7	-8	1
CN(CC(=O)Nc1cccnc1)S(=O)(=O)c1ccc(Br)cc1	i	-2	i	1	-1	-3	-4	-2	-15
Cc1cccc(OC(C)C(=O)OCC(=O)N2CCN(c3ccccc3)CC2)c1 (stereo not given)	i	0	i	1	-4	-1	4	-3	-6
COc1ccc(Cl)cc1NC(=O)NCCN1CCCCC1	i	-3	i	0	-2	3	3	-4	0
O=C(CCl)NCc1cc(-c2ccc(Cl)cc2)no1	i	-6	i	1	-6	-15	10	0	-11
CCN(CC)S(=O)(=O)c1ccc(S(=O)(=O)Nc2ccc3c(c2)oc2ccccc23)cc1	i	2	i	0	11	7	-16	40	6
CN(CC(=O)Nc1ccccc1C(=O)NC1CC1)Cc1ccc(Cl)cc1	i	6	i	-1	2	-4	1	3	-6
CC(/C=C/c1ccco1)=N\NC(=O)COc1ccc(C)c(C)c1	i	6	i	5	7	-2	-1	2	5
COCCSc1ccccc1C(=O)Nc1cccnc1	i	2	i	-2	4	-2	6	2	12
COc1cccc(-c2nnc(SCC(=O)N3CCOCC3)o2)c1	i	-4	i	-2	6	-2	-17	-8	-103
O=C(CNC(=O)c1ccc(OC(F)F)cc1)NCC1(N2CCOCC2)CCCCC1	i	-2	i	3	-4	2	6	-2	11
Cc1cccc2c(CC(=O)O)noc12	i	-5	i	1	1	-9	-2	-12	18
COc1ccc(C(O)c2ncc(-c3ccccc3OC)[nH]2)cc1F (stereo not given)	i	-1	i	-3	-1	11	5	-8	-2
Clc1ccccc1-c1ccc(/C=N/Nc2nncc(-c3ccccc3)n2)o1	i	5	i	1	32*	0	4	-10	6
CCN(CC)C(=O)C1CCN(S(=O)(=O)c2ccc(C3CNC(=O)C3)cc2)CC1 (stereo not given)	i	-6	i	-1	-3	1	4	-4	12
COCc1cc(=O)[nH]c2cc(NC(=O)C(F)(F)F)c(C)cc12	i	1	·	1	0	0	-24	-4	-6
O=C(C=Cc1cccs1)c1ccc(Cl)s1	i	14	i	-1	-4	1	41*	0	0
CC(=O)Nc1ccc(S(=O)(=O)Nc2cc3c(cc2C(C)=O)OCO3)cc1	i	-3	i	-2	-2	1	13	-2	-2
Cc1sc2ncnc(N3CCC(C(=O)NNC(=O)COc4ccccc4F)CC3)c2c1C	i	0	i	1	1	-3	-2	3	-3
O=C(CN1CCOc2ccccc21)NC1CC1	i	6	i	-5	-3	-3	5	-5	20

Among those listed so far, these contain bromine:
SMILES	Rpn11 inh	CSN inh	Neddyl block	Rin1 Abl inh	NadD block	MT1-MMP act inh	SKN-1 inh	FAS TE block	PABP1 MLLE inh
Nc1nn2cc(-c3ccc(Br)cc3)nc2c2ccccc12	i	7	·	1	5	5	28	27	0
CN(CC(=O)Nc1cccnc1)S(=O)(=O)c1ccc(Br)cc1	i	-2	i	1	-1	-3	-4	-2	-15

Some of the entries so far, with bars between the fields:
structure | Rpn11 inh | CSN inh | Neddyl block | Rin1 Abl inh | NadD block | MT1-MMP act inh | SKN-1 inh | FAS TE block | PABP1 MLLE inh
Cc1cccc(OC(C)C(=O)OCC(=O)N2CCN(c3ccccc3)CC2)c1 (stereo not given) | i | 0 | i | 1 | -4 | -1 | 4 | -3 | -6
COc1ccc(Cl)cc1NC(=O)NCCN1CCCCC1 | i | -3 | i | 0 | -2 | 3 | 3 | -4 | 0
O=C(CCl)NCc1cc(-c2ccc(Cl)cc2)no1 | i | -6 | i | 1 | -6 | -15 | 10 | 0 | -11

(continued)
SMILES	Rpn11 inh	CSN inh	Neddyl block	Rin1 Abl inh	NadD block	MT1-MMP act inh	SKN-1 inh	FAS TE block	PABP1 MLLE inh
Cc1ccc(S(=O)(=O)N(C)C)cc1NC(=O)COC(=O)CC1CCCC1	i	6	i	3	-1	3	-8	0	-3
CCOC(=O)c1sc(N)c(C(N)=O)c1C	i	-4	i	0	-4	-5	16	-5	21
COc1cccc(OCCn2cc(/C=N/NC(=O)c3ccncc3)c3ccccc32)c1	i	1	i	0	1	1	-2	10	-11
CC(Oc1ccc(Cl)cc1Cl)C(=O)NC1CCSC1=O (stereo not given)	i	0	i	-1	2	1	11	-1	9
Nc1cccc(C(=O)OCC(=O)NC2CCCc3ccccc32)c1 (stereo not given)	i	-6	i	1	-1	4	-4	-1	11
O=C(CCCCCn1c(=S)[nH]c2ccc(N3CCOCC3)cc2c1=O)NCc1ccc(Cl)cc1	i	-9	i	-8	5	2	0	7	-73
Cc1ccc(C(=O)N2c3ccc(F)cc3CCC2C)o1 (stereo not given)	i	-1	i	-1	3	-1	1	-2	5
CCOc1ccc2[nH]c3nc(SCC(=O)NC4CC4)nnc3c2c1	i	4	i	3	0	10	-9	-4	-2
Cc1nc2c(C#N)c[nH]n2c(=O)c1CCO	i	-2	i	2	-9	2	-6	-3	1
COc1ccc(C)cc1S(=O)(=O)Nc1ccc2c(c1)OCO2	i	-6	i	4	3	-7	5	-4	3
CCC(C)(C)n1nnnc1C(c1ccc2ncccc2c1)N1CCCC(C)C1 (stereo not given)	i	3	i	-1	0	-6	-8	5	19
COc1cc(NS(=O)(=O)c2ccc(NC(C)=O)cc2)cc(OC)c1	i	-2	i	4	3	1	0	-4	-8
COC(=O)C1=C(C)Nc2nc(-c3ccccc3)nn2C1c1ccc(C)o1 (stereo not given)	i	-2	i	5	-5	-10	1	1	-6
CCCCc1ccc(/C(C)=N/Nc2cc(N3CCOCC3)nc(C)n2)cc1	i	1	i	-1	-9	-5	-9	73*	4
O=C1CN(c2ccccc2Cl)C(=O)CN1c1ccccc1Cl	i	-1	i	-2	2	1	-13	-8	-3
C=CCn1c(C)cc(C(=O)CSc2nnc3c(Cl)cc(Cl)cn23)c1C	i	-2	i	-1	-4	4	-6	-2	-15
Cc1ccc(N2CC(C(=O)Nc3cccnc3)CC2=O)cc1 (stereo not given)	i	0	i	0	10	8	-3	-7	15
Nc1nc(NCCCN2CCOCC2)nc(Nc2ccccc2)c1[N+](=O)[O-]	i	4	i	-6	-6	2	6	-6	15
COc1cccc(OC)c1C(=O)Nc1nnc(-c2cccs2)s1	i	-2	i	0	-3	2	0	-2	19
N#C/C(=C\c1c(Oc2ccccc2F)nc2ccccn2c1=O)C(=O)NC1CCS(=O)(=O)C1 (stereo not given)	i	-1	·	1	-5	3	-10	-4	5
COc1cc(Cl)c(C)cc1NC(=O)CSc1nc2ccccc2o1	i	2	i	-2	0	-5	3	24	2
CNCC(O)Cn1c2c(c3ccccc31)CCCC2 (stereo not given)	i	-4	i	1	0	-1	18	-1	7
COc1ccc(NC(=O)c2sc3nc(N4CCCC4)c4c(c3c2N)CC(C)(C)OC4)c(OC)c1	i	-4	i	-2	15	-6	8	24	-4
CC(C)c1nc(N2CCN(C(=O)c3ccco3)CC2)c(C#N)c2c1COC(C)(C)C2	i	-3	·	1	0	-8	-3	9	7
CC(C)CCn1c(SCC(N)=O)nc2c1c(=O)n(C)c(=O)n2C	i	-2	i	-2	4	-2	6	-1	6
O=C(CSc1ccc2nnc(-c3cccnc3)n2n1)Nc1ccc(F)cc1	i	-2	i	-3	-1	3	-1	3	18
O=C(/C=C/Nc1ccc(F)cc1)c1cccs1	i	0	i	-3	-7	3	25	5	-12
CCOCCn1c(SCC)nc2c1c(=O)[nH]c(=O)n2C	i	3	i	0	-7	0	9	-8	11
CC(C)NCCOCCSc1ccc(Cl)cc1	i	-1	i	-2	-6	2	-4	-2	9
CCNc1c([N+](=O)[O-])c(=O)n(CC)c2ccccc12	i	0	i	2	6	-1	6	-1	10
O=C1c2ccccc2C(=O)N1CCc1ccccn1	i	-2	i	-4	2	-1	10	-9	2
COc1ccc(CCNC(=O)/C=C\c2ccccc2)cc1OC	i	0	i	2	-7	-2	4	-10	17
CCc1nc2ccc(C(=O)Nc3ccc4c(c3)OCC(=O)N4)cn2c1N(C)C(=O)C1CCCCC1	i	2	i	-1	3	-5	-7	-2	3
COc1ccc(C(=O)n2nc(C)c(Br)c2C)cc1OC	i	-2	i	-2	-2	8	-8	-8	4
CC(C)(C)Cc1nnc(NS(=O)(=O)c2ccc([N+](=O)[O-])cc2)s1	i	3	i	-1	1	-1	-3	32	21
CS(=O)(=O)N1CCC(Oc2ccccc2C(=O)NC(C2CC2)C2CC2)CC1	i	-10	i	0	0	4	-4	-6	-3

3 compounds from above, sorted by count of non-hydrogen atoms, lowest first.
SMILES	Rpn11 inh	CSN inh	Neddyl block	Rin1 Abl inh	NadD block	MT1-MMP act inh	SKN-1 inh	FAS TE block	PABP1 MLLE inh
CC(C)NCCOCCSc1ccc(Cl)cc1	i	-1	i	-2	-6	2	-4	-2	9
CNCC(O)Cn1c2c(c3ccccc31)CCCC2 (stereo not given)	i	-4	i	1	0	-1	18	-1	7
COc1ccc(C(=O)n2nc(C)c(Br)c2C)cc1OC	i	-2	i	-2	-2	8	-8	-8	4

Source: PubChem BioAssay (several laboratories)

Not a hit list; 3.9% or so of the library scored in one or more.
